# Y pestis TopoI: Y. pestis Topo-I inhibition via cleavage products; Y. pestis Topo-I cleavage product accumulation, plate reader; activity, % at 10 µM; 0.064% of 360,000 active; AID 504884; in the data active = activity above about 50%, passing the limit was not always enough; inconclusive = no clear call, values can overlap the other calls; note: inactives centre near 2
# TcdB inh: TcdB glycohydrolase inhibition; P18177; TcdB glycohydrolase enzymatic assay, plate reader; inhibition, % at 9.99 µM; 0.24% of 350,000 active; in the data active = inhibition above about 10%
# SARS 3CLpro inh: SARS-CoV 3CLpro protease inhibition; inhibition, % at 6 µM; P0C6X7; recombinant SARS-CoV 3CLpro, quenched FRET peptide cleavage; 0.14% of 290,000 active; in the data active = inhibition above about 12%
# Anthrax LF inh2: inhibitors of Bacillus anthracis lethal factor protease. 0.12% of 360,000 active. AID 588501. P15917. inhibition, % at 10 µM. multiplex microsphere protease cleavage assay, LF; note: plate controls were buffer without enzyme for full effect and enzyme alone for no effect
# PfHsp40 rescue: compounds rescuing yeast from Plasmodium falciparum HSP40 toxicity; S. cerevisiae expressing PfHsp40, growth rescue, ATP luminescence; growth rescue, % at 12.5 µM; 0.68% of 340,000 active; AID 504582; in the data active = growth rescue above about 28%, passing the limit was not always enough; inconclusive = no clear call, values can overlap the other calls;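 note: yeast W303a lacking pdr1 and pdr3 grown in galactose medium; growth measured after three days at 30 °C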
# CCHF vOTU inh: blocks the CCHF virus ovarian tumor domain protease. CCHFV vOTU protease, Pep-AMC fluorescence. inhibition, % at 11.5 µM. 0.55% of 370,000 active; in the data active = inhibition above about 30%; note: 0% = vehicle wells with enzyme and 100% = no enzyme wells
# SSB-PriA inh: blocks PriA binding to SSB C-terminal tail. AlphaScreen SSBct-PriA binding, biotinylated peptide. inhibition, % at 33 µM. 0.6% of 430,000 active; in the data active = inhibition mostly above about 37%, no sharp cut-off; inactive = mostly below about 20%;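 note: plate controls were negative control peptide for no effect and reference peptide for full effect; strong numbers were not always called active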
# BoNT A protease: blocks Botulinum neurotoxin A light chain protease; inhibition, % at 10 µM; multiplex microsphere protease substrate cleavage, flow cytometry; 0.17% of 360,000 active; note: plate controls were buffer without enzyme for full effect and enzyme alone for no effect
# DUSP3 inh: inhibitors of human VHR1 phosphatase (DUSP3); P51452; recombinant VHR phosphatase, pNPP absorbance; inhibition, % at 13.3 µM; 0.52% of 290,000 active; in the data active = inhibition above about 50%; note: some compounds called inactive have numbers as strong as hits
# BH1578 lux ind: inducers of Vibrio cholerae quorum light production without autoinducers; V. cholerae BH1578 lux reporter, luminescence, 6 h; activation, % at 18.7 µM; 0.16% of 350,000 active; AID 588436; in the data active = activation mostly above about 9.7%, no sharp cut-off; inconclusive = no clear call, values can overlap the other calls; inactive = mostly below about 3.7%; note: not every result past the cut was called active; inactives centre near 0; reference of the scale not given here
# * hit, by the source's call; i = inactive; u = inconclusive; x = not tested or not shown; & = joins results of further samples. Cut-off read from the data, not from the text of the source, unless noted: active = inhibition above about 30%; inconclusive = no clear call, values can overlap the other calls; inactive = below that.
SMILES,Y pestis TopoI,TcdB inh,SARS 3CLpro inh,Anthrax LF inh2,PfHsp40 rescue,CCHF vOTU inh,SSB-PriA inh,BoNT A protease,DUSP3 inh,BH1578 lux ind
O=C(Nc1ccccc1Cl)C1C(c2ccccc2)C1(Cl)Cl (configuration not stated),-7,0.9,4,x,13,11,2,x,36,-0.2
O=c1oc2ccccc2n1Cc1cccc(C(F)(F)F)c1,-10,0.9,x,-7,0.3,-7,-5,5.6,x,-0.4
CCOC(=O)c1c(SCc2ccccc2)n[nH]c1N,-21,0.4,-3,-7,0.2,-11,-4,-2.5,11,-0.3
CC1Sc2ccc(S(=O)(=O)N3CCC(C(N)=O)CC3)cc2NC1=O (configuration not stated),-2,0.9,-2,3,-0.9,-8,1,0.3,23,i
O=C(OCC(=O)N1CCN(C(=O)c2ccco2)CC1)C1=COCCO1,4,x,-1,1,0.1,0,-7,-0.4,29,5.0
O=C1Nc2ccccc2/C1=N/N=C/c1cccc(O)c1,4,0.3,3,1,-0.2,17,x,1.6,10,-0.1
CC(=O)c1c(C(C)=O)c(C)n(-c2ccc(N)cc2)c1C,1,x,3,-5,1.7,7,-4,1.9,10,-0.8
CCO[C@@H]1OC(C(=O)N2CCCCCCC2)=C[C@H](c2ccc(C(F)(F)F)cc2)[C@H]1CCCO,17,0.8,8,-1,17,26,-10,0.7,26,i
CCOC(=O)C1CCCN(CC(=O)Nc2cccc(C(C)=O)c2)C1 (configuration not stated),2,2.0,0,-3,-0.5,9,-4,-0.1,-10,-0.4
CC(=O)NC(Cc1ccccc1)C(C)=O (configuration not stated),-4,0.5,3,-3,-0.3,11,0,-0.7,-17,-2.2
CCOC(=O)N1CCN(C(=O)CNC(=O)c2ccc(Br)cc2)CC1,-7,3.1,0,2,1.7,-3,-11,3.1,-2,1.8
c1ccc(CCc2cn(C[C@H]3CC[C@@H]([C@@H]4CC[C@H](Cn5cc(CCc6ccccc6)nn5)O4)O3)nn2)cc1,42,-0.1,1,-5,0.6,5,3,-0.1,20,i
c1ccc(C2[C@H]3CN(CC4CCCCC4)[C@H](c4ccccc4)C34CC2(c2cccnc2)C4)cc1 (some centres not stated),5,0.7,x,-4,1.4,6,8,0.0,-19,-1.7
O=C(CNC(=O)c1ccccc1)NCC(=O)OCC(=O)c1ccccc1,-3,1.7,0,0,-0.3,-13,-17,-0.2,7,1.0
Clc1ccc(NC2=NCCC2)cc1Cl,4,x,-3,5,-0.6,11,-19,-0.4,28,0.6
CC(=O)N1CCCc2cc(S(=O)(=O)N3CCC(C)CC3)ccc21,1,0.3,0,1,-0.7,-3,-3,0.4,12,2.8
CCOc1ccc(-n2c(COc3ccccc3)nnc2SCC(N)=O)cc1,7,x,2,-3,-1.3,4,1,0.3,18,1.6
CCC(C)(C)NC(=O)C1CCN(S(=O)(=O)c2cccs2)CC1,3,0.1,1,-2,2.3,6,-2,-1.3,12,i
Cc1ccc(SCCC(=O)NNC(=O)c2ccccc2F)cc1,0,1.3,x,-1,-0.8,6,-6,1.2,x,i
CCOc1ccc(S(=O)(=O)n2cc(F)c(=O)[nH]c2=O)cc1[N+](=O)[O-],1,0.3,2,0,1.2,14,9,-0.1,-6,-0.9
CCCCN(C(=O)/C=C/c1ccc(OC)cc1)C1CCS(=O)(=O)C1 (configuration not stated),11,2.0,x,x,0.9,2,-1,x,x,i
Cc1ccc(SCc2cc(=O)[nH]c(/N=C(\N)Nc3ccc(C)c(C)c3)n2)cc1,-5,-0.8,-5,-1,-0.8,x,x,-3.3,29,0.3
COC(=O)N1CC=CC1(C)C(=O)NCc1cc(F)cc(C(F)(F)F)c1 (configuration not stated),0,1.4,-4,-6,0.2,3,-12,-0.4,12,-1.2
O=C(CNC(=O)c1ccco1)Nc1cccc(Cl)c1,3,1.1,2,-5,-0.7,-8,2,-0.9,0,-0.6
CCc1ccc(OCC(=O)NC(=S)Nc2ccc(C(C)=O)cc2)c(Br)c1,3,0.9,3,-2,-0.4,3,-3,-1.6,23,i
COc1cc(NC(=O)c2ccc(-c3cn[nH]c3)c3ccoc23)cc(OC)c1OC,-1,7.1,x,-2,x,17,x,-0.3,x,-0.2
C/C(CC(=O)Nc1cccc(C(F)(F)F)c1)=N\NC(=O)C1CCCCC1,-3,-0.2,6,0,0.0,20,x,0.1,7,i
O=C(NCC1COc2ccccc2O1)c1cc2ccccc2o1 (configuration not stated),-8,x,-1,-2,0.9,6,-2,-0.5,-1,-1.0
O=C(Nc1cccnc1Cl)c1cccc(S(=O)(=O)N2CCOCC2)c1,8,1.2,0,1,0.3,-7,4,-2.2,-8,-0.6
COc1cc2c(cc1OC)C(O)=CC(=O)C2=O,0,1.7,x,-3,x,29,x,-0.2,x,i

# Compound profiles, from the list above. Values in the order: Y pestis TopoI, TcdB inh, SARS 3CLpro inh, Anthrax LF inh2, PfHsp40 rescue, CCHF vOTU inh, SSB-PriA inh, BoNT A protease, DUSP3 inh, BH1578 lux ind
# C/C(CC(=O)Nc1cccc(C(F)(F)F)c1)=N\NC(=O)C1CCCCC1 across the screens: -3, -0.2, 6, 0, 0.0, 20, x, 0.1, 7, i
# CCCCN(C(=O)/C=C/c1ccc(OC)cc1)C1CCS(=O)(=O)C1 (configuration not stated) across the screens: 11, 2.0, x, x, 0.9, 2, -1, x, x, i
# Cc1ccc(SCc2cc(=O)[nH]c(/N=C(\N)Nc3ccc(C)c(C)c3)n2)cc1 across the screens: -5, -0.8, -5, -1, -0.8, x, x, -3.3, 29, 0.3

# More structures.
SMILES,Y pestis TopoI,TcdB inh,SARS 3CLpro inh,Anthrax LF inh2,PfHsp40 rescue,CCHF vOTU inh,SSB-PriA inh,BoNT A protease,DUSP3 inh,BH1578 lux ind
COc1ccc(/C=C/C(=O)C2(O)CCCCC2)cc1OC,3,1.4,-5,-3,3.2,17,-12,-1.6,14,-2.9
CCCC(=O)Nc1cc(OC)c(NC(=S)Nc2cccc(C)c2)cc1OC,0,-0.4,x,-5,x,9,x,0.1,x,i
Cc1ccc(C(C)C)c(OCCN(C)C)c1,10,x,4,2,-1.3,-4,-5,0.4,2,i
Cc1ccc(C)c(OCC(=O)O/N=C(\N)c2cccnc2)c1,-4,-2.1,7,3,1.9,-10,i,-7.7,25,i
CCOC(=O)C1CCN(C(=O)CN(c2cc(OC)ccc2OC)S(=O)(=O)c2ccccc2)CC1,6,x,-6,-1,0.0,10,-2,-0.8,15,-0.2
COc1ccc(C2c3cc(OC)c(OC)cc3CCN2C(=O)c2ccccc2)cc1OC (configuration not stated),-5,0.1,3,-2,-1.0,-1,-4,1.7,2,-1.5
CN1CCN(CCCNC(=O)Cn2ncc3c4ccccc4n(C)c3c2=O)CC1,3,0.0,-8,2,-0.6,-7,5,0.1,1,x
CCC(=O)N(C)CCc1cc2c(c(OC)c1/C=N/NC(=O)c1ccccc1O)OCO2,4,x,-3,2,1.0,6,x,-0.4,5,-1.8
CCOC(=O)c1nnc(-c2ccc(C)cc2)nc1Sc1ccccc1Cl,-4,x,-5,0,-0.6,4,-4,-0.2,16,-3.1
O=C(/C=C/[C@H]1O[C@@H](n2cnc3c(NC(=O)c4ccccc4)ncnc32)[C@H](O)[C@@H]1O)NCc1ccc2c(c1)OCO2,x,0.3,x,-4,x,-5,x,-0.6,x,x
O=C(NCCN1CCN(Cc2ccccc2)CC1)c1cc2c(=O)[nH]c3ccccc3c2s1,24,0.3,-5,-6,0.6,-34,7,0.8,27,-6.2
CN(C)/C=C/C(=O)c1cnc(-c2ccccc2)s1,0,-0.1,1,-2,-0.4,-5,-12,0.5,11,0.1
CC(NC(=O)c1ccccc1F)c1nnc(SCC(=O)Nc2nnc(C3CC3)s2)n1C (configuration not stated),-10,1.3,x,x,0.1,-2,-8,x,x,-0.3
Cc1ccc(N2C(=O)C(Cl)=C(N3CCCCCC3)C2=O)c(C)c1,11,0.0,-1,-2,-0.4,5,-48,2.6,10,-10
O=C(COC(=O)C1=COCCO1)Nc1ncc(Cl)cc1Cl,2,0.3,x,2,-0.8,-7,-16,3.0,x,-1.2
CC(C)Oc1cc(NC(=O)CSCC(=O)Nc2cccc(C(F)(F)F)c2)c(Cl)cc1Cl,-7,-0.1,17*,2,6.5,5,-12,-0.3,-1,i
Cc1nn2c(NCCCn3ccnc3)cc(C(C)C)nc2c1-c1ccccc1,20,1.2,0,3,-1.1,-9,12,0.5,28,i
COc1ccc(C2=[N+](C)CCn3cccc32)c(OC)c1,1,x,-3,3,2.2,14,-2,16,21,-0.2
COc1ccc2c(c1)C(c1cccs1)=NNC(c1ccncc1)=N2,-7,-1.4,-3,-7,0.5,2,28,1.3,44,i
c1cc2c(cc1C1CCCCC1)c1c3n2CCCNC3CCC1 (configuration not stated),-12,x,0,-11,-0.1,15,45,0.0,-9,i
CC(C)NC(=O)N(C)C[C@@H]1Oc2ccc(NC(=O)CCN3CCOCC3)cc2CC(=O)N([C@@H](C)CO)C[C@@H]1C,-3,-1.0&0.7,x,5,0.5,-5,9,-0.3,x,-0.1
CCCCn1c(N)c(N(CCOC)C(=O)COC(=O)c2cc(CCC)c(C)s2)c(=O)[nH]c1=O,21,1.4,x,-6,0.9,8,-6,-6.4,x,i
COc1ccccc1C(=O)N/C(=C/c1ccc(Br)cc1)C(=O)N1CCOCC1,15,2.1,x,-2,x,1,x,-0.1,x,-0.3
C=CCNC(=O)CSc1ccc(Cl)cc1,-4,x,3,-1,-0.2,7,-8,1.5,2,i
Cc1ccccc1C1=NC(C(F)(F)F)(C(F)(F)F)c2c(n(-c3ccc(F)cc3)c(=O)[nH]c2=O)N1,1,0.4,3,0,-0.5,5,-6,0.1,-7,i
CN(C1CCCC1)C1CCN(C(=O)CNC(=O)/C=C/c2cccc(C(F)(F)F)c2)CC1,2,1.6,2,0,0.9,-5,-1,-0.4,33,0.6
COc1ccc(C(=O)COC(=O)C(CC(C)C)N2C(=O)c3ccccc3C2=O)cc1 (configuration not stated),3,x,-3,u,0.7,5,-12,u,-5,i
COc1ccc(NS(=O)(=O)c2cccc(C(=O)NCCCN3CCCC3=O)c2)cc1,-4,1.4,x,0,0.2,-5,-8,5.7,x,-1.0
COc1ccc(OC)c(S(=O)(=O)Nc2ccccc2C(F)(F)F)c1,9,x,-1,-15,-1.7,9,-21,-1.7,27,-0.3
CCN1CCCC1CNC(=O)c1cc2c(=O)n(C)c3ccccc3c2n1C (configuration not stated),3,1.5,-1,-4,-0.9,11,0,-1.2,32,0.0
COC(=O)c1ccccc1S(=O)(=O)N1CCC(C(=O)OCC(=O)NC2CCCCC2C)CC1 (configuration not stated),9,-4.8,x,1,0.8,16,0,0.3,x,i
CN(CC1COc2ccccc2O1)c1nc(-c2cccnc2)nc2ccccc12 (configuration not stated),-8,x,1,-5,-0.7,-3,3,2.1,x,i
COc1ccccc1N1CN(Cc2ccccc2)CNC1=S,-4,-0.9,4,2,0.0,-9,1,0.0,-1,-0.5
CCN(CC(=O)Nc1ccccc1C(F)(F)F)CC(=O)NC1CC1,1,-0.2,x,0,-0.8,11,0,-0.7,x,1.9
COc1ccc(NC(=O)c2ccc(=O)[nH]c2)cc1S(=O)(=O)N1CCOCC1,-4,0.8,x,6,1.3,0,0,1.5,x,i
O=C(CNS(=O)(=O)c1ccc2ccccc2c1)Nc1ccc(F)c(F)c1F,4,1.6,x,x,-1.8,6,-10,x,x,0.3
COc1ccc(C2Oc3ccccc3N2C(C)=O)cc1 (configuration not stated),6,x,-1,1,0.0,0,-26,0.3,7,i
N=c1c(S(=O)(=O)c2ccc(Br)cc2)cc2c(=O)n3ccccc3nc2n1Cc1ccco1,4,3.9,-1,1,1.1,-51,-9,1.3,13,-2.6
COc1cccc(CC(=O)N2CCC(n3nccc3NC(=O)C3CC3)CC2)c1,5,1.6,-2,2,-0.4,14,1,1.2,4,i
Cn1cc(CN2CCC(C(O)c3cccs3)CC2)c(-c2cccc(Cl)c2)n1 (configuration not stated),6,0.9,2,7,-1.4,-8,-9,-0.1,0,0.1
CCc1ccc(OC(=O)Cc2ccc(OC)c(S(=O)(=O)N3CCOCC3)c2)cc1,23,0.6,x,2,1.7,1,-3,0.0,x,i

# These rows are one share of the data; the hit share may differ from the screen's.
